Screening data deposited in PubChem BioAssay by several laboratories.
ROMK mod: modulates human ROMK potassium channel activity. 2% of 130,000 active. AID 1918. Tet-inducible ROMK, thallium flux fluorescence; actives lie on both sides. B-score at 10 µM;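 active = signal ratio slope over the read window, or its plate-corrected B-score, at least 3 SD from the plate mean, either direction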;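 also: B-score of the F/F0 ratio slope over 7 to 12 s after thallium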
Target sequence (P48048 whole entry, looked up): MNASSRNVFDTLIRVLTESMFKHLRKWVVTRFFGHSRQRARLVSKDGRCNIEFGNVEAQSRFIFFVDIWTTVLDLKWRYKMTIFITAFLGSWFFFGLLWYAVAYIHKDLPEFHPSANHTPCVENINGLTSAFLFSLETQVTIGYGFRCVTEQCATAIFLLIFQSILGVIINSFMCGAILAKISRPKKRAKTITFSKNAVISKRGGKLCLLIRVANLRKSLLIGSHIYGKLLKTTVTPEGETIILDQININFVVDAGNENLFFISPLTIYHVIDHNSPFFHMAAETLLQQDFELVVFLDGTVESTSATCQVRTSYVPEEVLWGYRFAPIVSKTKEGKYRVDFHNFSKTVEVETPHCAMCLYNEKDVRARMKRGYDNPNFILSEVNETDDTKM
APP 5'UTR act: activates APP 5'UTR luciferase reporter; activation, % at 2 µM; SH-SY5Y APP 5'UTR luciferase reporter, luminescence; zero percent = DMSO vehicle wells; AID 1276; 1% of 190,000 active;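 active = activation above a set limit, based on mean plus 3 SD of controls, cut at about 140% in these data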; also: values of inactives mirror those of a sister screen read the other way
STAT3 inh: STAT3 signaling inhibition; AID 862; inhibition, % at 5.5 µM; 0.89% of 190,000 active; U3A cells, IL-6 STAT3-luciferase reporter, luminescence; host cell line lacks STAT1;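 active = inhibition above the mean inhibition across all screened compounds plus 3 SD, cut at about 44% in these data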;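 also: 0% = DMSO only wells and 100% = 100 µM nifuroxazide control wells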
APP transl inh: APP translation inhibition; SH-SY5Y APP 5'UTR-luciferase reporter, luminescence; inhibition, % at 2 µM; 0.82% of 190,000 active; AID 1285;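 active = inhibition above a set limit, derived from the sample mean plus 3 SD, cut at about 45% in these data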; also: values of inactives mirror those of a sister screen read the other way
STAT1 inh: STAT1 signaling inhibition. NIH 3T3 STAT1-luciferase reporter, IFN-gamma, luminescence. inhibition, % at 5.5 µM. 0.35% of 200,000 active;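 active = inhibition above a set limit, the mean inhibition across all tested compounds plus 3 SD, cut at about 34% in these data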;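 also: 0% = IFN-gamma with DMSO and 100% = IFN-gamma with 300 µM nifuroxazide; values of inactives mirror those of a sister screen read the other way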
FLuc act counter: firefly luciferase counter-screen for stimulation assays; P08659; ATPlite luciferase biochemical, luminescence, 10 min; 0 = ATP-free wells, 1 = DMSO control; activation factor at 10 µM; 200,000 tested, under 10 active; AID 1027;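 active = luciferase activation factor, scaled between plate controls, of at least 2 with compound at 10 µM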
Target sequence (P08659 whole entry, looked up): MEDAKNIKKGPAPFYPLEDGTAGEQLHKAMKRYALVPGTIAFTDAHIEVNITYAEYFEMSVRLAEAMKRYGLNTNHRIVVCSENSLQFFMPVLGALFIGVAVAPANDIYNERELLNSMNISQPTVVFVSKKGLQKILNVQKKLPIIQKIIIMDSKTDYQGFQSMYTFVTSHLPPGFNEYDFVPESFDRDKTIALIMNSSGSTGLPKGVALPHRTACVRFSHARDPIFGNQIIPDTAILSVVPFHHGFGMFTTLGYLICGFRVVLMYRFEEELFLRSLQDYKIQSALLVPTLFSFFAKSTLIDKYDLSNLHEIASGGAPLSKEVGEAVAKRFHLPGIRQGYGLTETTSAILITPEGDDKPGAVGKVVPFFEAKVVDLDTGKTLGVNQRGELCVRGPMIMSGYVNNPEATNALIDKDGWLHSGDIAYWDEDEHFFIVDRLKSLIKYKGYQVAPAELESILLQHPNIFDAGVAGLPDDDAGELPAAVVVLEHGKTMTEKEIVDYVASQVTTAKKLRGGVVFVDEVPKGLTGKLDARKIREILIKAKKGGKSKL
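System: Luciferase/luciferin detection reagent, cell-free biochemical luciferase assay | Medium: PBS buffer for ATP | Dosing: Test compounds dosed from 2 mM stocks in 100% DMSO | Timing: 10 min at ambient temperature | Signal: Luminescence measurement of luciferase light output | Evaluation: Luciferase activation, seen as luminescence increase over controls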
NF-kB expr up: compounds increasing NF-kB expression in human neuronal cells. 1.6% of 190,000 active. NF-kB reporter expression; hits give high values. AID 1239. fold change at 12.5 µM; in the data active = fold change above about 3.3
FLuc inh counter: counter-screen for luciferase assay inhibitors: firefly luciferase inhibition | P08659 | ATPLite firefly luciferase biochemical luminescence, 10 min | inhibition, % at 10 µM | 1.5% of 200,000 active | AID 1006;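 active = inhibition above about 50% when tested at 10 µM, limit read from the data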
STAT1 act: STAT1 signaling activation | activation (% of control), % at 5.5 µM | NIH 3T3 STAT1-luciferase reporter, IFN-gamma, luminescence; 100% = IFN-gamma alone, no compound | 2.6% of 200,000 active | AID 932;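 active = activation above the screen-wide mean activation plus 3 SD, cut at about 130% in these data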;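 also: raw ratio to IFN-gamma control signal so 100% means no change and 0% no light; values of inactives mirror those of a sister screen read the other way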
STAT3 act: STAT3 signaling activation | activation (% of control), % at 5.6 µM | 0.91% of 190,000 active | U3A cells, IL-6 STAT3-luciferase reporter, luminescence; 100% = signal with IL-6 EC80 alone;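 active = activation above the screen-wide mean of compound activation plus 3 SD, cut at about 130% in these data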;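 also: 0% = background luminescence of wells with medium and substrate only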
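Material: STAT3-luciferase reporter U3A cells; Probe or stimulus: IL-6 (33 ng/mL); Incubation: compound pre-incubation 1 h before IL-6, then 6 h stimulation at 37 °C; Technique: luminescence from STAT3-driven luciferase reporter; Evaluation: % activation versus median of IL-6-stimulated wells; Controls: IL-6-only high control.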
* hit, by the source's call; . = not tested or not shown. Hits appear at their usual frequency, and some 7.1% of all compounds hit somewhere here.

[1] CCOC(=O)c1cccc(NC(=O)CSc2nnc(CNc3ccc(C)cc3)n2CC)c1
[2] CCn1c2ccccc2c2cc(NC(=O)c3cccc(OC)c3OC)ccc21
[3] FC(F)(F)c1cccc(N2CCN(CC3CC=CCC3)CC2)c1 (stereo unspecified)
[4] CCN1CCc2c(OCc3ccc(C)cc3)cccc2C1=O
[5] CC(C)Oc1ccc(CSc2ncn[nH]2)cc1
[6] CC12CCC(C(=O)Nc3c(Cl)cccc3Cl)(C(Br)C1=O)C2(C)C (stereo unspecified)
[7] O=C(CSc1nc2cc(C(F)(F)F)ccc2n1Cc1ccccc1)NC1CCS(=O)(=O)C1 (stereo unspecified)
[8] O=C(Nc1ccc(F)cc1)NC1CCCCC1
Screen / compound no.,1,2,3,4,5,6,7,8
ROMK mod,-0.7,.,0.43,.,0.028,0.0012,-1.9,.
APP 5'UTR act,6,19,8,3,-10,21,7,32
STAT3 inh,-1,7,11,12,3,26,-4,-8
APP transl inh,-6,-19,-8,-3,10,-21,-7,-32
STAT1 inh,8,0,-1,-6,-8,-2,-6,-6
FLuc act counter,1.1,1.1,1,1,0.8,1.1,1.1,0.9
NF-kB expr up,1,1,1.3,0.99,1.7,1.1,0.93,2
FLuc inh counter,-10,-7,-4,-3,16,-6,-10,11
STAT1 act,93,100,100,104,106,102,106,106
STAT3 act,101,93,96,93,99,81,105,108

[9] Cc1ccc(C)c2[nH]c(=O)c(CN(Cc3ccc4c(c3)OCO4)Cc3nnnn3Cc3ccco3)cc12
[10] C[C@@H]1C[C@H]2[C@@H]3CCC4=CC(=O)C=C[C@]4(C)[C@@]3(F)[C@@H](O)C[C@]2(C)[C@H]1C(=O)CO
[11] COC(=O)N/N=C/c1cc(C)n(-c2cccc3ccccc23)c1C
[12] COC(=O)[C@H](CC(C)C)NC(=O)NC1CCCc2ccccc21 (stereo partly specified)
[13] Cc1ccc2c(Cl)c(C(=O)NCC3CCCO3)sc2c1 (stereo unspecified)
[14] N#CC1=C(N)C(C#N)(C#N)C(c2ccncc2)C2CN(C(=O)OCc3ccccc3)CC=C12 (stereo unspecified)
[15] O=C(CN1CCCc2ccccc21)NCc1ccc2c(c1)OCO2
[16] COc1c(Br)cc(Br)cc1C(=O)O
Screen / compound no.,9,10,11,12,13,14,15,16
ROMK mod,.,.,2.4,.,.,-0.51,-1.3,.
APP 5'UTR act,-5,86,10,1,122,14,44,5
STAT3 inh,11,-1,-2,9,18,14,-21,11
APP transl inh,5,-86,-10,-1,-122,-14,-16,-5
STAT1 inh,5,-20,-6,-2,-36,28,4,2
FLuc act counter,1.1,1.1,1,1.1,0.7,1,1.1,1
NF-kB expr up,0.89,0.38,0.99,1.2,3.9*,1.1,1.4,1.2
FLuc inh counter,-7,-8,-1,-7,33,-4,-5,-1
STAT1 act,95,118,105,102,132*,83,96,99
STAT3 act,98,103,102,98,89,90,124,99

[17] Cc1ccc(-c2c(C)n([O-])c3c([n+]2=O)CCCC3)o1
[18] Cc1ccc(NCC(=O)c2ccccc2)cc1Cl
[19] CCn1c(N2CCC(Cc3ccccc3)CC2)nc2c1c(=O)[nH]c(=O)n2C
[20] O=C(CN1C(=O)C(=O)c2ccccc21)OCN1C(=O)c2ccccc2C1=O
[21] Oc1ccc(CNc2ccccc2F)c2cccnc12
[22] Nc1nc(NCc2ccco2)nc(N2CCCCC2)c1[N+](=O)[O-]
[23] CCOc1ccc(N2CC(O)Cn3c2nc2c3c(=O)n(CCCc3ccccc3)c(=O)n2C)cc1 (stereo unspecified)
[24] CCCCN(CCCC)C(=O)c1nsnc1-c1ccccc1O
Screen / compound no.,17,18,19,20,21,22,23,24
ROMK mod,.,.,.,1.2,0.36,.,.,0.015
APP 5'UTR act,-9,32,2,-4,-48,3,6,-15
STAT3 inh,1,10,3,-3,-3,-6,16,4
APP transl inh,9,-32,-2,4,48*,-3,-6,15
STAT1 inh,2,-14,4,-16,7,5,17,4
FLuc act counter,1.1,1,1.1,1.1,1.1,1,1,0.8
NF-kB expr up,1.3,1.6,0.51,1.3,0.99,0.89,0.95,0.88
FLuc inh counter,-11,-3,-7,-6,-8,2,-4,16
STAT1 act,98,112,97,114,94,96,84,96
STAT3 act,103,96,100,104,104,107,93,97

[25] Cc1cnc([N+](=O)[O-])n1CCOC(=O)NC(=O)c1ccc(F)cc1
[26] O=C(NCc1ccccc1)NC1CC2CCC(C1)N2Cc1ccco1 (stereo unspecified)
[27] CCOc1ccc(-n2c(SCc3cc(=O)oc4cc(C)ccc34)nnc2-c2cccnc2)cc1
[28] CC(C)Sc1nc2sc(-c3ccccc3)cc2c(=O)n1N
[29] Cn1c(COc2ccccc2)nnc1SCC(=O)NCc1ccccc1
[30] Cc1c(CCO)c(=O)n(-c2ccccc2)n1S(=O)(=O)c1ccc(F)cc1
[31] O=C(NCCCNC(=O)c1ccccn1)c1ccccn1
[32] CCOc1ccccc1NC(=O)CSc1nnnn1-c1ccccc1
Screen / compound no.,25,26,27,28,29,30,31,32
ROMK mod,-0.096,.,0.0059,.,.,-0.46,.,-1.1
APP 5'UTR act,-3,-4,-9,20,-1,2,14,-4
STAT3 inh,22,18,-5,13,-5,-1,5,-6
APP transl inh,3,4,9,-20,1,-2,-14,4
STAT1 inh,6,7,2,-8,0,5,5,4
FLuc act counter,1.1,1,1,1.1,1,1,1,1
NF-kB expr up,1,0.85,0.98,1.2,0.96,1.1,0.91,0.97
FLuc inh counter,-6,-1,-5,-5,-4,-4,0,-3
STAT1 act,93,94,99,107,100,91,96,103
STAT3 act,89,91,108,92,109,100,101,106

Arranged by heavy-atom count (low to high): some entries from above
[21] Oc1ccc(CNc2ccccc2F)c2cccnc12
[28] CC(C)Sc1nc2sc(-c3ccccc3)cc2c(=O)n1N
[29] Cn1c(COc2ccccc2)nnc1SCC(=O)NCc1ccccc1
[10] C[C@@H]1C[C@H]2[C@@H]3CCC4=CC(=O)C=C[C@]4(C)[C@@]3(F)[C@@H](O)C[C@]2(C)[C@H]1C(=O)CO
Screen / compound no.,21,28,29,10
ROMK mod,0.36,.,.,.
APP 5'UTR act,-48,20,-1,86
STAT3 inh,-3,13,-5,-1
APP transl inh,48*,-20,1,-86
STAT1 inh,7,-8,0,-20
FLuc act counter,1.1,1.1,1,1.1
NF-kB expr up,0.99,1.2,0.96,0.38
FLuc inh counter,-8,-5,-4,-8
STAT1 act,94,107,100,118
STAT3 act,104,92,109,103

Among those listed so far, these have a nitro group on carbon:
[22] Nc1nc(NCc2ccco2)nc(N2CCCCC2)c1[N+](=O)[O-]
[25] Cc1cnc([N+](=O)[O-])n1CCOC(=O)NC(=O)c1ccc(F)cc1
Screen / compound no.,22,25
ROMK mod,.,-0.096
APP 5'UTR act,3,-3
STAT3 inh,-6,22
APP transl inh,-3,3
STAT1 inh,5,6
FLuc act counter,1,1.1
NF-kB expr up,0.89,1
FLuc inh counter,2,-6
STAT1 act,96,93
STAT3 act,107,89

Next results.
[33] CC(C)NC(NC(=O)/C=C/c1ccccc1)C(Cl)(Cl)Cl (stereo unspecified)
[34] O=C(CCC(=O)c1cccs1)Nc1ccccc1F
[35] COc1ccc(OC)c(NC(=O)C2CCCNC2=O)c1 (stereo unspecified)
[36] COc1ccc(NCC(=O)N/N=C2\CCc3ccccc32)cc1
[37] Cn1ccnc1SCC(=O)Nc1ccc2c(c1)OC(F)(F)O2
[38] Fc1ccccc1N1CC(c2ccccc2)C(c2cccs2)=N1 (stereo unspecified)
[39] COc1ccc(OCC(O)CNC(=O)c2ccc(Br)cc2)cc1 (stereo unspecified)
[40] C/C=C(/C(=C/C)c1ccc(O)cc1)c1ccc(O)cc1
Screen / compound no.,33,34,35,36,37,38,39,40
ROMK mod,-0.098,.,.,0.36,0.0052,1.1,-0.43,.
APP 5'UTR act,23,-4,0,20,0,8,8,5
STAT3 inh,-13,6,7,5,33,-6,13,1
APP transl inh,-23,4,0,-20,0,-8,-8,-5
STAT1 inh,4,-11,-1,-31,-1,-7,1,-11
FLuc act counter,1.1,1,1,0.9,1,1.1,1,1.1
NF-kB expr up,2.7,1.4,1.1,1,1.3,1.2,1.1,1.1
FLuc inh counter,-8,3,-1,8,1,-8,-1,-8
STAT1 act,95,110,101,128,100,107,101,110
STAT3 act,113,102,99,103,75,105,91,101

[41] Cc1ccc(N(CC(O)CN2CCOCC2)S(=O)(=O)c2ccc3ccccc3c2)cc1 (stereo unspecified)
[42] CCOc1ccc(NC(=O)Nc2cccs2)cc1
[43] Cc1ccc(OCc2nnc(NC(=O)c3ccco3)s2)c(C)c1
[44] COc1ccc(-c2noc(CCCC(=O)NCc3ccco3)n2)cc1OC
[45] CC(C)Oc1ccc(Oc2ccc(C(F)(F)F)cn2)cc1
[46] CC1=CC(c2ccccc2)n2nc(N3C(=O)C4CC=CCC4C3=O)nc2N1 (stereo unspecified)
[47] O=C(CSCc1cnn(-c2ccccc2)c1-n1cccc1)NCc1cccs1
[48] Cc1ccc[n+](C(C)C(=O)c2ccc(-c3ccccc3)cc2)c1 (stereo unspecified)
Screen / compound no.,41,42,43,44,45,46,47,48
ROMK mod,.,-1.2,-0.12,.,0.029,0.47,0.49,0.63
APP 5'UTR act,-7,.,11,3,10,-8,-5,9
STAT3 inh,10,16,5,13,0,-1,4,4
APP transl inh,7,.,-11,-3,-10,8,5,-9
STAT1 inh,2,-25,2,0,-3,-4,3,11
FLuc act counter,1,0.2,1,1,1,1.1,1,1
NF-kB expr up,0.87,4.5*,1.3,0.97,1.5,1.6,0.89,0.65
FLuc inh counter,-4,83*,-4,-3,-2,-8,-4,-5
STAT1 act,98,123,99,101,103,104,101,90
STAT3 act,96,92,101,94,101,104,98,95

[49] NNC(=O)CSc1nc(-c2ccccc2)nc2c1CCCC2
[50] CC1=C(C#N)CCC(=O)N1Cc1ccc(C)cc1
[51] CCOC(=O)c1cnc2c(OC)cccc2c1Nc1ccc2c(c1)OCCO2
[52] O=C(CCCOc1ccccc1)Nc1ccc(S(=O)(=O)Nc2ccccn2)cc1
[53] Cc1cc(NC(=O)CSc2nc3ccccc3c(=O)n2C2CCCC2)no1
[54] CCOc1ccc(OCc2cccc(C(=O)N/N=C/c3cccnc3)c2)cc1
[55] O=c1cc(CO)oc(C(Nc2ccccn2)c2ccsc2)c1O (stereo unspecified)
[56] COc1ccccc1OCC(=O)NC1CCCCCC1
[57] COc1ccc(CNC(=O)c2noc3c2CCCC3)cc1
[58] Cc1nnc(NCCN2CCOCC2)[nH]c1=O
[59] CC(C)(C)NC(=O)c1oc2ccccc2c1COc1ccccc1
Screen / compound no.,49,50,51,52,53,54,55,56,57,58,59
ROMK mod,-0.16,0.73,0.34,0.04,2.9*,-0.24,-0.44,-0.65,-0.2,.,-1.2
APP 5'UTR act,-9,5,10,-15,9,20,-6,0,22,-10,2
STAT3 inh,3,3,24,-2,-8,96*,-1,6,2,7,26
APP transl inh,9,-5,-10,15,-9,-20,6,0,-22,10,-2
STAT1 inh,-5,-1,-9,-3,-6,62*,-3,-7,-8,-2,9
FLuc act counter,1,1,1.1,1,1,0.5,1.1,1,1.1,1,1
NF-kB expr up,0.89,0.87,0.61,1,2.1,1.9,0.99,1.8,1.5,1.1,1.7
FLuc inh counter,0,-2,-7,0,-4,47,-8,-4,-6,-5,-1
STAT1 act,102,101,108,102,106,45,103,106,107,102,92
STAT3 act,99,103,82,107,105,19,102,100,103,98,80
